High-throughput results: PubChem, Southern Research Specialized Biocontainment Screening Center
Salmonella PhoP GFP – PhoP regulon inhibitors, Salmonella typhi PhoP promoter GFP reporter, confirmatory (AID 1850); Salmonella Typhi PhoP-promoter GFP reporter, fluorescence, 4 h; higher % means a stronger effect; inhibition, % at 50 µM, or IC50 in µM where a hit was titrated; hit rate 0.33% among 310,000; in the data active = a potency from the dose series; inconclusive = inhibition mostly from about 25% at the one dose, without a potency; inactive = the rest, 99 in 100 with inhibition below about 19%;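 also: 0% = induced wells with vehicle and 100% = uninduced wells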
inhibitors of VEEV – inhibitors of VEEV TC-83 cytopathic effect, confirmation, Vero cells (AID 588727). Vero cells, VEEV TC-83 cytopathic effect inhibition; higher % means a stronger effect. one-dose inhibition, % at 20 µM; IC50 in µM for titrated hits. hit rate 0.13% among 350,000; in the data active = a potency from the dose series; inconclusive = inhibition mostly from about 14% at the one dose, without a potency; inactive = the rest, 99 in 100 with inhibition below about 12%; also: strong numbers were not always called active
H1N1 NS1A inhibition – NS1A inhibition, H1N1 influenza, cell based functional assay (AID 504329) | inhibition, % at 12.5 µM, or IC50 in µM where a hit was titrated | NS1A functional cell-based assay, percent inhibition; higher % means a stronger effect | hit rate 0.3% among 340,000; in the data active = a potency from the dose series; inconclusive = inhibition above about 27% without an active follow-up result; also: strong numbers were not always called active
tuberculosis growth – growth inhibition of non-replicating M. tuberculosis (AID 488890). Mycobacterium tuberculosis non-replicating, growth inhibition; higher % means a stronger effect. one-dose inhibition, % at 25 µM; IC50 in µM for titrated hits. hit rate 0.39% among 320,000; in the data active = a potency from the dose series; inconclusive = inhibition mostly from about 82% at the one dose, without a potency; inactive = the rest, 99 in 100 with inhibition below about 76%;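 also: plate controls were DMSO cells for no effect and high antibiotic wells for full effect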
M. tuberculosis HTS – M. tuberculosis growth inhibition, HTS (AID 449762); M. tuberculosis H37Rv growth inhibition, 7H9 media; higher % means a stronger effect; inhibition, % at 25 µM, or IC50 in µM where a hit was titrated; hit rate 0.59% among 330,000; in the data active = a potency from the dose series; inconclusive = inhibition above about 70% without an active follow-up result;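 also: bacterial growth assessed after seven days of incubation; strong numbers were not always called active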
inhibitors of VEEV 10K pilot screen – recorded beside inhibitors of VEEV, whose call it bears; inhibition, %; measured here: 10K pilot screen inhibition
* = called active by the depositor; i = inactive; ? = inconclusive; . = no result given; & = joins results of further samples.

SMILES	Salmonella PhoP GFP	inhibitors of VEEV	H1N1 NS1A inhibition	tuberculosis growth	M. tuberculosis HTS	others
COC(=O)c1c(NC(=O)COC(=O)C2CCC2)sc(C)c1C	1%	i	-15%	9%	13%
C/C=C/c1ccc(OC)c(OC(C)=O)c1	7%	1.9%	1%	-11%	-7%
COc1ccccc1Nc1ncc(-c2cccs2)s1	7%	2.3%	6%	6%	5%	inhibitors of VEEV 10K pilot screen=4.2
Cc1nn(-c2ccc(F)cc2)c2sc(C(=O)OCC(=O)N3CCC(C)CC3)cc12	-3%&-3%	2.3%	-1%	13%	3%
CCN(CC)C(=O)[C@H]1CC(CC(=O)NCC23CC4CC(CC(C4)C2)C3)C(=O)N2CCc3c([nH]c4ccccc34)[C@]12C (stereo partly drawn)	.	i	-1%	?	18µM*
CCN(CCCNC(=O)CCNC(=O)Cn1cnc2ccccc2c1=O)c1cccc(C)c1	6%	2.3%	4%	2%	-3%
CC(C)c1ccc(NC(=O)c2ccc(Br)o2)cc1	5%	1.3%	10%	?	?
CCn1c(SCC(=O)NCC2CCCO2)nc2c([nH]c3ccccc32)c1=O (stereo not drawn)	-4%	4.5%	-8%	-1%	-5%
Cc1ccc(C2=CSC3=NS(=O)(=O)CCN23)cc1	3%	i	-6%	1%	1%
Cc1ccc(NC(=O)N2CCC(c3nc4c(nnn4Cc4c(F)cccc4Cl)c(=O)[nH]3)CC2)cc1	-6%	1.5%	3%	54%	?
N#Cc1ccccc1CSC1=NCCS1	-6%	0.4%	2%	5%	7%
CC(OC(=O)CNC(=O)C12CC3CC(CC(C3)C1)C2)C(=O)Nc1ccc(N2CCOCC2)cc1 (stereo not drawn)	-3%	3.2%	-6%	13%	3%
Cc1ccc(N(CC(=O)NCCc2ccc(Cl)cc2)S(=O)(=O)c2c(C)noc2C)cc1	-22%	2.8%	-5%	8%	5%
COc1ccccc1NS(=O)(=O)c1ccc2c(c1)OCCO2	.	1.2%	2%	.	.
COc1ccc(CCNC(=O)c2ccc(NC(=O)CC3SC(N4CCCCC4)=NC3=O)cc2)cc1 (stereo not drawn)	.	1.8%	-3%	.	.
CC(C)(C)C(=O)N1CCN(c2ccc([N+](=O)[O-])c(-n3nc(-c4ccccc4)c4ccccc4c3=O)c2)CC1	-8%	5.4%	-2%	63%	-12%
CCn1c(C(=O)N2CCC(Cc3ccccc3)CC2)cc2sccc21	-4%	4.3%	8%	12%	-9%
CCn1c(C)[n+](CC(O)COCC2CC=CCC2)c2ccccc21 (stereo not drawn)	3%	0.6%	-1%	60%	-3%
COc1cccc(-c2cc(C(F)(F)F)n3ncc(S(=O)(=O)c4ccccc4)c3n2)c1	5%	i	-1%	13%	1%
O=C(CN1CCN(CC(=O)c2ccccc2)CC1)c1ccccc1	.	i	2%	.	.
CC12CN3CC(C)(CN(C1)C3c1ccco1)C2=O (stereo not drawn)	4%	3.3%	1%	-6%	-3%
COc1ccc(/C=C2\SC(N3CCCCC3)=NC2=O)cc1	-7%	0.7%	-4%	-9%	-8%
Cc1ccc(OCC(=O)Nc2ccc3c(c2)C(=O)NC3=O)cc1	3%	1.0%	19%	-1%	-8%
CC(=O)c1ccc(NC(=O)COC(=O)Cc2ccsc2)cc1	.	2.6%	-6%	?	6%
Cc1cc(C)nc(NS(=O)(=O)c2ccc(NC(=S)NC(=O)c3cccnc3)cc2)n1	10%	1.1%	-2%	25%	4%

Reprinted from the part before: five entries; new compounds follow.
SMILES	Salmonella PhoP GFP	inhibitors of VEEV	H1N1 NS1A inhibition	tuberculosis growth	M. tuberculosis HTS	others
CC12CN3CC(C)(CN(C1)C3c1ccco1)C2=O (stereo not drawn)	4%	3.3%	1%	-6%	-3%
COc1ccc(/C=C2\SC(N3CCCCC3)=NC2=O)cc1	-7%	0.7%	-4%	-9%	-8%
Cc1ccc(OCC(=O)Nc2ccc3c(c2)C(=O)NC3=O)cc1	3%	1.0%	19%	-1%	-8%
CC(=O)c1ccc(NC(=O)COC(=O)Cc2ccsc2)cc1	.	2.6%	-6%	?	6%
Cc1cc(C)nc(NS(=O)(=O)c2ccc(NC(=S)NC(=O)c3cccnc3)cc2)n1	10%	1.1%	-2%	25%	4%
Cc1cccc(-n2c(SCC(=O)N3CCC(C(=O)O)CC3)nc3ccccc3c2=O)c1C	-4%	0.8%	10%	-7%	-3%
O=c1cc(CSc2nnc(COc3ccccc3Cl)o2)nc2sccn12	-2%	0.8%	-4%	5%	-4%
Brc1cccc2sc(N3CCCC3)nc12	15%	1.0%	-10%	-3%	7%
Cc1ccccc1NC(=S)NNC(=O)c1cccnc1	-8%	i	-6%	-21%	-9%
O=c1[nH][nH]c(-c2ccccc2)c1C=Nc1ccccc1	1%	1.2%	0%	0%	-5%
CC(=O)C(Sc1ncnc2sc3c(c12)CCCC3)C(C)=O	0%	0.3%	-1%	63%	-6%
Nc1nc2c(-c3ccc(Br)cc3)nnn2c2ccccc12	-6%	0.3%	-26%	-4%	10%
N#CCSc1ncnc2c1cnn2CCO	7%	i	7%	2%	0%
Cc1noc(C)c1CSCC(=O)NCCN1C(=O)S/C(=C\c2ccccc2F)C1=O	-3%	7.7%	-5%	28%	46%
Cc1cccc(C)c1NC(=O)CNC(=O)C(C)NC(C)c1ccccc1Br (stereo not drawn)	.	i	-4%	6%	-3%
CCc1ccc(N2C(=O)c3ccc4c5c(ccc(c35)C2=O)CC4)cc1	6%	5.1%	-2%	-9%	3%
COc1ccc(N2CCN(C(=O)CCNS(=O)(=O)c3cccs3)CC2)cc1	-1%	i	-5%	7%	-9%
COc1ccc(C)cc1S(=O)(=O)Nc1cccc(-c2cn3cccnc3n2)c1	-8%	4.1%	-1%	-4%	-1%
Cc1nnc2sc(-c3cccc(F)c3)nn2c1=O	-14%	0.9%	20%	24%	-4%
CC(Sc1nnnn1C1CCCC1)C(=O)Nc1cccc(S(=O)(=O)N2CCOCC2)c1 (stereo not drawn)	.	0.2%	3%	-2%	-8%
O=C(NC(=S)Nc1ccc(CN2CCCCC2)cc1)c1cc2ccccc2o1	11%	4.5%	17%	?	2%
CC(=O)Nc1ccc([C@H]2[C@H](C)CC[C@H]3C(=O)N4[C@@H](CC[C@@H](C)[C@@H]4c4ccc(NC(C)=O)cc4)C(=O)N32)cc1	-1%	.	.	5%	1%
Cn1c(O)c(C=Nc2ccc(Br)cc2)c(=O)n(C)c1=O	-7%	2.5%	-10%	-15%	-3%
CCOC(=O)Cn1c(=O)c2c(nc3n2CCCCN3c2ccc(C)cc2)n(C)c1=O	8%	0.9%	-20%	-1%	7%
NNC(=O)Cn1c(SCc2ccccc2)nc2ccccc21	6%	0.4%	-12%	11%	1%
CC(=O)NCCC(=O)Nc1ccc(C(N)=O)cc1	8%	0.6%	-6%	-13%	3%
Cc1ccc(-c2cn(CCN)c(-c3ccncc3)n2)cc1	0%	1.4%	-8%	-7%	-3%
COc1ccc(N(CC(=O)N/N=C/c2cccnc2)S(=O)(=O)c2ccc(C)cc2)cc1OC	-7%	2.4%	-15%	-2%	6%
CCCn1c(N)c(N(CCOC)C(=O)c2cccc(Cl)c2)c(=O)[nH]c1=O	-5%	1.1%	-11%	5%	3%
OCCCCNc1cccc2ccccc12	-8%	1.8%	11%	7%	-2%

Among those listed so far, two contain a cyano group.
SMILES	Salmonella PhoP GFP	inhibitors of VEEV	H1N1 NS1A inhibition	tuberculosis growth	M. tuberculosis HTS	others
N#Cc1ccccc1CSC1=NCCS1	-6%	0.4%	2%	5%	7%
N#CCSc1ncnc2c1cnn2CCO	7%	i	7%	2%	0%

Additional compounds follow.
SMILES	Salmonella PhoP GFP	inhibitors of VEEV	H1N1 NS1A inhibition	tuberculosis growth	M. tuberculosis HTS	others
COc1ccc(CCNC(=O)CCC(=O)N2CCOc3ccc(Cl)cc32)cc1OC	6%	2.7%	2%	-15%	-5%
C=CCn1c(SCc2ccc(C(=O)NCCO)cc2)nc2ccccc2c1=O	5%	i	-4%	-6%	3%
CCC1Oc2ccc(C)cc2N(CC(=O)NCCCN2CCCC2)C1=O (stereo not drawn)	11%	2.2%	6%	-5%	3%
CCOC(=O)C1(Cc2ccc(OC)cc2)CCN(C(=O)CN2CCCCC2=O)CC1	5%	0.7%	.	2%	-4%
COc1ccc(NC(=O)c2ccc3c(c2)CCN3S(=O)(=O)c2ccccc2)c(OC)c1	3%	4.9%	5%	5%	2%
COc1ccc2oc(C)c(C(N)=O)c2c1	-6%	1.0%	6%	4%	-12%
CCOC(=O)C1=C(N)N2C(=O)C(C)SC2=C(C(=O)OC)C1c1ccccc1OC (stereo not drawn)	16%	0.1%	2%	-4%	-6%
Cc1ccc(NS(=O)(=O)c2cc(C(=O)Nc3cccnc3)ccc2C)cc1	-4%	3.7%	-10%	-3%	-7%
O=C(O)C1CC1C(=O)Nc1nc2c(Cl)cccc2s1 (stereo not drawn)	-10%	0.1%	-1%	79%	-5%
CCCCCC(=O)N1CC2(CC(c3cccc(NC(=O)CC(c4ccccc4)c4ccccc4)c3)=NO2)C[C@@H]1C(N)=O (stereo partly drawn)	5%	0.6%	6%	73%	?
COc1ccc([C@H]2CC(=O)C=C(c3cc(F)ccc3F)C2)cc1OC	.	0.1%	-2%	-5%	-3%
CCCn1c(N)c(N(CCOC)C(=O)c2cccc(C(F)(F)F)c2)c(=O)[nH]c1=O	16%	i	4%	-2%	2%
CN(C(=O)CN1C(=O)/C(=C/c2ccccc2F)SC1=S)C1CCS(=O)(=O)C1 (stereo not drawn)	-10%	0.8%	1%	-4%	1%
COc1cccc(NC(=O)c2ccc3c(c2)CCN3S(C)(=O)=O)c1	-5%	4.2%	-3%	-2%	2%
CCS(=O)(=O)N1CCCC(C(=O)NCc2ccc3c(c2)OCO3)C1 (stereo not drawn)	-2%	0.8%	2%	-6%	2%
COc1cc2cc(C(=O)N/N=C/c3cccc(OC)c3OC)[nH]c2cc1OC	4%	12%	0%	8%	3%
C[C@H](NS(=O)(=O)c1ccc(Cl)cc1)C(=O)OCC(=O)c1ccc[nH]1	3%	6.8%	-28%	13%	0%
O=C(O)C1Cn2c(nc3c(c2=O)C2(CCCC2)Cc2ccccc2-3)S1 (stereo not drawn)	7%	1.0%	-6%	5%	-15%
COc1cc(C(=O)O)nc2ccccc12	-13%	1.7%	-8%	1%	-1%
Cc1[nH]c2c(C)cccc2c1CCNS(=O)(=O)c1cccc([N+](=O)[O-])c1	-3%	3.3%	3%	65%	6%
NC(=O)c1ccccc1NC(=O)Nc1ccccc1Cl	-4%	i	-15%	-24%	-6%
CCCCC1=CC2=C(c3ccco3)C(=O)C(C)(OC(=O)c3ccc(OC)cc3)C(=O)C2=CN1C1CCCC1 (stereo not drawn)	-21%	.	.	29%	1%
Cc1ccc(OCC(=O)Nc2ccc(-c3nc4ncccc4o3)cc2)cc1	0%	0.7%	-13%	-10%	-1%	inhibitors of VEEV 10K pilot screen=1.7
CC1(C)c2cc(Cl)ccc2-n2c1cc(O)c(-c1ccccc1)c2=O	10%	0.9%	0%	34%	4.4µM*
Cc1ccccc1C(=O)N1CCN(CCNC(=O)C(=O)Nc2ccc(Br)cc2)CC1	12%	1.2%	-4%	32%	21%

(further entries)
SMILES	Salmonella PhoP GFP	inhibitors of VEEV	H1N1 NS1A inhibition	tuberculosis growth	M. tuberculosis HTS	others
Cc1nc2ccccc2n(CC(=O)Nc2cc(Cl)cc(Cl)c2)c1=O	6%	0.9%	-4%	-2%	3%
COC(=O)C1CCN(CC(=O)Nc2ccc(OC)c(Cl)c2)CC1	6%	0.7%	0%	-4%	3%
COc1ccccc1OCCc1nnc(N)s1	-7%	0.5%	0%	3%	6%
Cn1ncc(Cl)c1C(=O)N1CCC2(CC1)OCCO2	-1%	1.8%	23%	6%	2%
COc1ccc(C(=O)N2CC(c3ccccc3)CC2=O)cc1 (stereo not drawn)	-1%	i	-1%	6%	5%
Cc1ccc(N2C(N)=C(C#N)C3(C(=O)N(C)c4ccccc43)C3=C2CC(C)(C)CC3=O)cc1Cl (stereo not drawn)	3%	i	-15%	10%	-11%
COc1ccc(-c2c3c(=O)n(C)c(=O)n(C)c3cn2Cc2cccnc2)cc1	8%	1.9%	7%	6%	-3%	inhibitors of VEEV 10K pilot screen=1.5
CCC(=O)Nc1ccc(S(=O)(=O)N2CCCCC2)cc1OC	-4%	1.1%	-13%	29%	0%
O=C(O)CC(c1ccccc1)c1ccccc1	-9%	1.9%	-5%	-15%	-6%
CC(C)NC1(C#N)CCN(Cc2ccccc2)CC1	.	0.1%	-11%	.	.
S=C(Nc1ccccc1)N1CCC(Cc2ccccc2)CC1	0%	0.9%	-3%	.	-2%
